CCR6 antagonist: antagonists of human CCR6 receptor; AID 493098; 340,000 tested, 0.49% active; CHO-K1 CCR6 PathHunter beta-arrestin, luminescence, CCL20-stimulated; inhibition, % at 20 µM; P51684;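 active = compounds whose inhibition of the agonist-driven luminescence signal at 20 µM reaches about 50%, limit read from the data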;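 note: cells stimulated with CCL20 at 14 nM final; plate controls were DMSO with CCL20 for no effect and DMSO without agonist for full effect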
Target sequence (P51684 whole entry, looked up): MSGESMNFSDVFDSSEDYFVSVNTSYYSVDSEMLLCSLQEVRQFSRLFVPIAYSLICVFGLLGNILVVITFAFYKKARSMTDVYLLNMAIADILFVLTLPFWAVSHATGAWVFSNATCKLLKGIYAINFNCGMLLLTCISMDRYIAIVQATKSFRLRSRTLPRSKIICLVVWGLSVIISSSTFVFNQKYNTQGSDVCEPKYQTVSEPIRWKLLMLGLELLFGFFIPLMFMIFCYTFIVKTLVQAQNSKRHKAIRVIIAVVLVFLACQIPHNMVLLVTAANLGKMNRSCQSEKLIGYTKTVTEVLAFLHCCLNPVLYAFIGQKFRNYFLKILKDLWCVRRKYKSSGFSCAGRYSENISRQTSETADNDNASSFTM
SENP8 block: blocks the human protease SENP8 | Q96LD8 | purified SENP8, Z-RLRGG-aminoluciferin cleavage, luminescence | inhibition, % at 10 µM | 330,000 tested, 1.2% active
Target sequence (Q96LD8 whole entry, looked up): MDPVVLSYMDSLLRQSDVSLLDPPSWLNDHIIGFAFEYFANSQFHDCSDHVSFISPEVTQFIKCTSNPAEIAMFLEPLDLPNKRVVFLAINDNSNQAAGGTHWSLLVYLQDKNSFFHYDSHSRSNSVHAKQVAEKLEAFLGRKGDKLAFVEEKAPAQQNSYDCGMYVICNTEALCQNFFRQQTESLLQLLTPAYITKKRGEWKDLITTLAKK
Apaf1 inhib: human Apaf-1 inhibition. reconstituted apoptosome caspase-3 activity, DEVD-Rh110 fluorescence. inhibition, % at 20 µM. 330,000 tested, 0.71% active. AID 489030; active = inhibition of at least 40% at 20 µM;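 note: plate controls were DMSO wells for no effect and DEVD-CHO caspase inhibitor wells for full effect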
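System – cell-free apoptosome with Apaf-1, procaspase-3 and caspase-9 · Buffer or medium – pH 7.5 Hepes buffer with CHAPS, BSA, DTT · Also added – cytochrome c with DEVD-Rh110 · Times – 30 min compound preincubation, 50 min activation, room temperature · Technique – Rh110 fluorescence intensity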
697 NFkB inh: lowers PMA/ionomycin-induced NF-kB signal in 697 B cells; 697 B-cell NF-kB luciferase reporter, 16 h; inhibition, % at 4 µM; 330,000 tested, 0.33% active; AID 435022; in the data active = inhibition above about 35%
Gli-Sufu block: blocks Gli-Sufu signaling in a luciferase reporter; 340,000 tested, 0.74% active; Sufu-KO-LIGHT fibroblasts, Gli luciferase reporter luminescence; inhibition, % at 5 µM; AID 588413;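 active = inhibition above about 55%, limit read from the data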;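 note: 0% = DMSO-treated cells and 100% = wells with medium but no cells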
EBI2 block: EBI2 (human) antagonism; P32249; EBI2 beta-arrestin recruitment, luminescence, 7a,25-OHC stimulated; inhibition, % at 5 µM; 360,000 tested, 0.81% active; AID 651636; in the data active = inhibition above about 38%;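 note: enzyme fragment complementation signal reports receptor beta-arrestin coupling in cells; 0% = agonist plus DMSO wells and 100% = wells without agonist; some results beyond the cut were filed as inactive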
Target sequence (P32249 whole entry, looked up, the tested form may be a part): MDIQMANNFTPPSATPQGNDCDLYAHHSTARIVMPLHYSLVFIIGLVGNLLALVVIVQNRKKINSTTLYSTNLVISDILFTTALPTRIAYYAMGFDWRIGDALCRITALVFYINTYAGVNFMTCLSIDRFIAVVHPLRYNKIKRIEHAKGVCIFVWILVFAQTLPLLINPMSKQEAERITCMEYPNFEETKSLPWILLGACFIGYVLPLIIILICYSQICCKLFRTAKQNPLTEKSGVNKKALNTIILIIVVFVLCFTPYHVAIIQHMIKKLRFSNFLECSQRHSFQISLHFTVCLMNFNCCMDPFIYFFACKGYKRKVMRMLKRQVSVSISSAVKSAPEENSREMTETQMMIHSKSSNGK
UBC13 inh: inhibitors of human UBC13 polyubiquitin chain formation | inhibition, % at 20 µM | 330,000 tested, 0.47% active | TR-FRET; in the data active = inhibition above about 45%, passing the limit was not always enough
Jurkat NFkB inh: inhibitors of the PMA/ionomycin-induced NF-kB reporter in Jurkat cells | PMA/ionomycin-induced NF-kB luciferase reporter, luminescence | inhibition, % at 4 µM | 330,000 tested, 0.53% active
Active calls of the source: *; i = inactive. Cut-off read from the data, not from the text of the source, unless noted: active = inhibition above about 50%; inactive = the rest.

Compound	Jurkat NFkB inh	697 NFkB inh	CCR6 antagonist	SENP8 block	EBI2 block	Gli-Sufu block	Apaf1 inhib	UBC13 inh
COc1ccc(N2C(=O)C(O)C2c2ccc(C)cc2)cc1 (stereo not drawn)	-6.4	-17.6	-3.2	2.8	-10.7	-4.2	-5.8	3.2
Cc1ccc(-c2cc(C(=O)NCCN3CCOCC3)no2)cc1	-17.8	-2.1	-4.2	-5.0	3.2	-4.4	-17.5	-4.6
CCc1nc(SCC(=O)Nc2cc(C)on2)n[nH]1	-11.9	-24.1	-0.6	6.5	0.0	-1.8	1.0	-5.8
COc1cc(Br)c(S(=O)(=O)Nc2c(C)n(C)n(-c3ccccc3)c2=O)cc1OC	2.8	8.9	-2.1	1.7	3.4	2.0	-22.4	13.8
O=C(Cn1cc(C(=O)C2CC2)c2ccccc21)Nc1ccccc1Cl	11.7	-5.8	2.9	5.5	-3.9	60.8*	9.2	4.2
CCCNC(=O)C1CCN(S(=O)(=O)c2c(C)noc2/C=C\c2ccc(OC)cc2)CC1	18.8	-1.9	15.4	-7.4	10.6	-1.0	7.5	-4.1
COc1ccc(C2C(C#N)=C(SC)NC3=C2C(=O)CC(C)(C)C3)cc1 (stereo not drawn)	-1.7	13.2	19.0	-1.4	-1.8	5.3	2.5	1.2
Cc1ccc(-n2cc(CNCCn3nc(C)cc3C)c(-c3ccc(F)cc3)n2)cc1	8.8	-34.5	-8.7	-6.0	17.4	30.8	26.5	21.9
CCN(CC)CCNCC1C(=O)O[C@@H]2C[C@@]3(C)CCC[C@H](C)C3=C[C@H]12 (stereo partly drawn)	-0.4	22.3	-0.3	0.6	-39.5	5.5	12.4	13.8
CCCN(C(=O)Cn1c(C(F)(F)F)nc2ccccc21)C1CCS(=O)(=O)C1 (stereo not drawn)	12.0	7.2	3.0	19.4	-8.9	-8.0	-2.3	-3.5
COc1cccc(-c2ccc(NC(=O)C3CCCN(Cc4cnc(N(C)C)s4)C3)cc2)c1 (stereo not drawn)	15.2	-59.1	7.8	1.1	5.0	26.5	18.8	10.4
O=C1CN(C(=O)COC(=O)/C=C/c2ccco2)c2ccccc2N1	-7.3	1.7	18.0	0.4	-3.2	-2.8	-15.4	9.1
CCOC(=O)C1CCN(C(=O)c2cccc(NS(=O)(=O)c3ccc(F)c(F)c3)c2)CC1	5.4	-0.3	4.1	-0.1	-8.1	0.0	1.8	-4.7
C/C(CC(=O)Nc1ccc(Cl)cc1Cl)=N\NC(=O)C(=O)NCCO	-8.1	-15.7	4.5	-3.8	-9.0	6.5	-7.3	9.3
CCOCCCN(C(=O)Cn1nnc(-c2ccc(C)o2)n1)C(C(=O)NC1CCCC1)c1ccc(C)o1 (stereo not drawn)	10.0	1.9	13.3	1.8	-1.0	27.7	8.9	4.0
COc1ccc(NC(=O)CSc2nncs2)cc1S(=O)(=O)N1CCCCC1	1.7	9.1	-2.0	-1.6	-8.0	-0.5	-0.9	6.5
CC(NC(=O)c1ccco1)c1ccc2c(c1)OCCO2 (stereo not drawn)	-4.2	-11.0	2.4	-1.4	1.6	-2.4	-1.8	9.6
COc1ccccc1NC(=O)C1CCOC1=O (stereo not drawn)	11.2	8.1	6.3	5.7	-14.0	3.0	-3.6	-4.0
Nn1cnc2c([nH]c3ccccc32)c1=O	-7.6	7.8	4.0	-3.7	-2.5	-10.8	5.3	3.9
O=C(Nc1ccc(O)c2c(=O)cc(-c3cccc(Cl)c3)oc12)c1cccc(Cl)c1	3.2	-13.8	18.4	-3.9	-1.7	-23.0	10.0	1.0
O=C1CN(C(=O)/C=C/c2cc(Br)ccc2F)CCN1	-8.5	12.1	10.1	4.4	4.8	-40.2	8.3	5.2
COc1ccc(N2CC(C(=O)Nc3nc4ccc(F)cc4s3)CC2=O)c(OC)c1 (stereo not drawn)	-12.3	-16.5	2.4	-10.4	-0.4	-1.8	3.3	-6.5
Cc1ccccc1-c1nc(S(=O)(=O)c2ccc(Cl)cc2)c(NCCN2CCOCC2)o1	1.6	16.0	4.2	1.3	-12.2	8.8	18.1	18.9
O=C(CSCc1ccc(F)cc1)NCc1ccco1	-13.1	-3.6	0.6	-3.1	-2.0	6.6	7.4	-15.3
COc1ccc(-c2c(C)n([O-])c(C)c(-c3ccccc3)[n+]2=O)cc1OC	-3.7	1.2	11.4	-11.1	-0.8	-5.1	6.4	-3.9
CCOc1ccc(N/C=C\C(=O)c2ccc3c(c2)OCO3)cc1	-76.1	-87.4	3.1	-5.5	1.8	-87.0	-2.5	2.6
Cc1cccc(NC(=O)C(C)N2C(=O)C3C4CC(C(Br)C4Br)C3C2=O)c1 (stereo not drawn)	-4.0	10.5	-8.1	-14.4	-16.6	-1.1	10.2	4.9
OC(CC#CCN1CCCC1)(c1ccccc1)c1ccccc1	-6.5	10.8	12.1	4.1	0.4	14.0	-2.1	8.5
O=c1c(-c2c(O)cc(O)c3c(=O)cc(-c4ccc(O)cc4)oc23)c(-c2ccc(O)cc2)oc2cc(O)cc(O)c12	13.4	31.2	15.7	1.5	-5.6	-11.5	-18.5	-12.0
O=C(C1CCN(S(=O)(=O)N2CCC3(CC2)OCCO3)CC1)N1CCc2ccccc2C1	7.9	16.7	-6.0	-7.4	2.9	-14.6	-21.1	3.9
Cc1cccc(C)c1NC(=O)CN(C)C(=O)c1cccc(NS(=O)(=O)c2ccccc2)c1	15.3	-0.5	3.2	-3.8	-5.2	1.5	-7.7	-1.0
C=CCOC(=O)C(C#N)c1nc2ccccc2nc1N1CCN(c2ccccc2OCC)CC1 (stereo not drawn)	-0.2	-6.4	11.3	-13.0	3.5	-12.9	13.2	-30.1
CC(=O)C[C@H]1c2ccccc2S(=O)(=O)N1c1ccccc1	7.6	-6.2	14.9	-7.0	-11.6	-11.4	-5.8	4.1
CCN(CC)Cc1c(O)c(Cl)cc2c(C)c(C)c(=O)oc12	-2.4	18.5	7.9	-1.0	-3.1	3.5	12.1	21.4
CCOC(=O)N1CCC(n2c(SCC(=O)N3CCC(C)CC3)nc3ccccc3c2=O)CC1	2.1	-19.6	2.5	-12.1	12.9	-4.9	23.0	-7.6
O=C(CSc1nnc(CNC(=O)c2ccccc2F)o1)NCCc1ccccc1	1.8	-47.4	3.9	-0.1	4.4	1.0	8.1	-11.0
O=C(N/N=C/c1cccs1)c1cc(-c2cccc3ccccc23)n[nH]1	22.5	-57.5	-15.7	-12.4	4.4	-17.7	2.5	2.9
CCOC(=O)N1CCC(=NNS(=O)(=O)c2cccc([N+](=O)[O-])c2)CC1	13.2	8.5	-4.9	-4.1	-12.1	-5.8	-26.6	4.4
O=C(Cc1ccc(Br)cc1)OCC(=O)c1ccc[nH]1	14.0	5.8	-0.1	-1.3	-5.2	-7.6	5.6	11.4
NC(=S)N/N=C1\CC(c2ccc3c(c2)OCCCO3)Oc2ccc(F)cc21 (stereo not drawn)	8.3	-10.2	17.3	0.1	17.2	1.6	-8.9	0.6
NC(=O)c1sc2nc3c(c(-c4cccnc4)c2c1N)CCC3	4.2	1.1	1.8	-8.4	-9.9	-3.9	4.6	3.2
Cc1cccc(N2CCN(C(=O)CN3CCOc4ccccc43)CC2C)c1 (stereo not drawn)	12.1	0.7	12.7	-0.5	16.8	31.5	-7.0	7.7
COc1ccc(NC(=O)c2c(C)noc2C(C)C)cc1S(=O)(=O)N1CCCCC1	-13.3	3.7	-11.3	-10.7	-4.9	8.4	15.7	1.7
CC(C)C(=O)N1CCC(c2nc(-c3ccc(S(=O)(=O)N4CCCC4)cc3)no2)CC1	12.7	-4.0	11.9	0.8	-1.8	1.7	-23.4	0.9
O=C(/C=C/c1cccc([N+](=O)[O-])c1)NCCSCc1ccc(Cl)cc1	-13.1	5.3	14.7	-4.9	21.9	0.3	20.6	6.5
COc1ccc(N2CCN(C(=O)COC(=O)c3c(-c4ccccc4)noc3C)CC2)cc1	11.0	2.3	20.6	12.3	5.1	65.1*	6.1	-6.4
O=C(NC(=S)Nc1cccc2cc(O)ccc12)c1ccccc1Br	-15.2	-7.0	28.1	-5.2	-4.8	-4.7	27.9	-2.6
CCCCc1ccc(S(=O)(=O)N2CCC3(CC2)OCCO3)cc1	7.3	6.7	1.4	-6.4	-4.2	7.3	-1.4	1.0
O=C(COc1ccccc1)Nn1cnc2ccccc21	-9.2	-18.8	16.1	-8.1	-8.2	-0.3	0.1	3.3
c1ccc(C2=Nc3ccccc3NC(c3ccccc3)C2)cc1 (stereo not drawn)	-69.1	-61.5	15.0	10.7	-1.1	-30.9	13.0	1.2

Next section:
Compound	Jurkat NFkB inh	697 NFkB inh	CCR6 antagonist	SENP8 block	EBI2 block	Gli-Sufu block	Apaf1 inhib	UBC13 inh
CCC1=NC(c2ccccc2)N(O)C1(C)C (stereo not drawn)	1.2	25.7	41.9	-0.1	3.5	-5.4	4.9	0.9
COc1ccc(C(=O)C2CCCN(Cc3cccn3-c3ccccn3)C2)cc1F (stereo not drawn)	4.0	-12.7	-0.4	-8.8	11.7	3.6	6.0	-0.2
Cc1ccccc1NC(=O)CN1C(=O)NC2(CCCCC2)C1=O	5.8	17.7	7.3	-0.5	-3.0	5.8	-9.4	5.8
CSc1ccccc1NC(=O)CN(C)C(=O)c1cccc(S(=O)(=O)N(C)C)c1	4.9	-11.1	8.6	-6.7	0.3	0.6	-11.5	-3.1
COc1ccc(S(=O)(=O)Nc2ccc3c(c2)n(C)c(=O)n3C)cc1	10.7	6.4	15.3	7.9	-9.1	13.1	-3.9	6.3
O=C(CCNS(=O)(=O)c1cccc2nonc12)NC1CCCCCC1	-25.7	14.7	-3.7	3.0	-15.1	-6.1	13.1	1.9
COc1ccc(/C=N/NC(=O)c2cc(=O)[nH]c3ccccc23)cc1OC	-3.7	7.1	10.2	-0.8	-3.9	-7.3	i	1.4
COc1cccc(CNC(=O)C(=O)NCC(c2ccco2)N2CCOCC2)c1 (stereo not drawn)	4.2	2.4	10.6	1.4	-16.0	0.6	-0.7	9.5
O=C(Nc1nnc(-c2ccncc2)o1)c1ccc(Br)s1	-21.9	7.3	9.2	-4.3	1.2	2.7	3.5	-7.2
O=C(NCc1ccc2c(c1)OCO2)C1COc2ccccc2O1 (stereo not drawn)	-7.2	1.8	-0.4	-2.8	-1.0	-16.9	-4.2	7.3
COc1ccccc1N1CCN(C(c2cc3ccc(C)cc3[nH]c2=O)c2nnnn2C2CCCC2)CC1 (stereo not drawn)	15.1	23.1	-3.4	9.1	14.9	2.0	22.3	-1.8
O=C1N(Nc2ccccc2)C(c2ccc(Br)cc2)C12CCCC2 (stereo not drawn)	-3.5	-3.1	18.7	2.4	-6.3	-1.7	23.5	2.9
CC(NC(=O)c1ccco1)C(=O)OCC(=O)N1CCCCCC1 (stereo not drawn)	-18.6	-0.3	3.9	-14.2	-4.0	-2.1	16.0	0.5

4 of the compounds above, field by field:
O=C(Nc1ccc(O)c2c(=O)cc(-c3cccc(Cl)c3)oc12)c1cccc(Cl)c1
  Jurkat NFkB inh: 3.2 | 697 NFkB inh: -13.8 | CCR6 antagonist: 18.4 | SENP8 block: -3.9 | EBI2 block: -1.7 | Gli-Sufu block: -23.0 | Apaf1 inhib: 10.0 | UBC13 inh: 1.0
O=C1CN(C(=O)/C=C/c2cc(Br)ccc2F)CCN1
  Jurkat NFkB inh: -8.5 | 697 NFkB inh: 12.1 | CCR6 antagonist: 10.1 | SENP8 block: 4.4 | EBI2 block: 4.8 | Gli-Sufu block: -40.2 | Apaf1 inhib: 8.3 | UBC13 inh: 5.2
COc1ccc(N2CC(C(=O)Nc3nc4ccc(F)cc4s3)CC2=O)c(OC)c1 (stereo not drawn)
  Jurkat NFkB inh: -12.3 | 697 NFkB inh: -16.5 | CCR6 antagonist: 2.4 | SENP8 block: -10.4 | EBI2 block: -0.4 | Gli-Sufu block: -1.8 | Apaf1 inhib: 3.3 | UBC13 inh: -6.5
Cc1ccccc1-c1nc(S(=O)(=O)c2ccc(Cl)cc2)c(NCCN2CCOCC2)o1
  Jurkat NFkB inh: 1.6 | 697 NFkB inh: 16.0 | CCR6 antagonist: 4.2 | SENP8 block: 1.3 | EBI2 block: -12.2 | Gli-Sufu block: 8.8 | Apaf1 inhib: 18.1 | UBC13 inh: 18.9

Assay outcomes: PubChem BioAssay, Sanford-Burnham Center for Chemical Genomics

An excerpt; count on the stated rates, not on these rows.
